Bioassay records deposited in PubChem by several laboratories.
MBD2 inh: inhibitors of MBD2 binding to methylated DNA, primary screen, biochemical, TR-FRET, DNA-binding domain, human; MBD2 binding to methylated oligonucleotide; Methyl-CpG-binding domain protein 2 (Homo sapiens), Q9UBB5; actives 0.31% (n = 370,000); AID 686964, 2013; inhibition, % at 4.4 µM; in the data active = inhibition above about 13%
Target sequence (Q9UBB5 whole entry, looked up, the tested form may be a part): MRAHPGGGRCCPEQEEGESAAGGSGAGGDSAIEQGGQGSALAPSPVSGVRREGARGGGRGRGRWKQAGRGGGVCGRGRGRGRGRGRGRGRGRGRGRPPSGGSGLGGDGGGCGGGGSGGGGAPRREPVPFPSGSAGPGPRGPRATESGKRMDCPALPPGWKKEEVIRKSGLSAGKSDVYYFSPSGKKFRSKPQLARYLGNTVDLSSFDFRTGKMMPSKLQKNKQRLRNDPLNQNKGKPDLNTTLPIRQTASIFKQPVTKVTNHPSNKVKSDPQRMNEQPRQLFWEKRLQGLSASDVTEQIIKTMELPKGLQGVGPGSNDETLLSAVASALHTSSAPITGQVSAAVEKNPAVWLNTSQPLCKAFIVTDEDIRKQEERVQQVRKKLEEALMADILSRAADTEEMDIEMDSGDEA
UHRF1 MBD2 ctr: UHRF1 methylated DNA binding inhibitors, primary screen, counter-screen for MBD2 inhibitor project, biochemical, TR-FRET, human UHRF1, single concentration. actives 0.75% (n = 370,000). E3 ubiquitin-protein ligase UHRF1 (Homo sapiens), Q96T88. UHRF1 binding to methylated oligo. inhibition, % at 4.4 µM. AID 687016, 2013; in the data active = inhibition above about 21%;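 also: UHRF1 SRA domain binding a hemimethylated CpG hairpin DNA probe; 0% = median of test compound wells and 100% = reference inhibitor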
rCAG RNA binder: binders of r(CAG) RNA repeats, primary screen, biochemical, fluorescence; r(CAG) RNA repeat, TO-PRO-1 dye displacement fluorescence; AID 651821, 2012; actives 1.3% (n = 370,000); inhibition, % at 3 µM;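 active = inhibition above the plate cutoff, the mean of all test compounds on that plate plus 3 SD, cut at about 35% in these data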;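 also: 0% = DMSO alone and 100% = 100 µM mitoxantrone as full dye displacement; higher means more dye released from RNA so lower well fluorescence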
mABHD4 FP: ABHD4 inhibitors, primary screen, biochemical, fluorescence polarization, mouse. (Lyso)-N-acylphosphatidylethanolamine lipase (Mus musculus), Q8VD66. purified mABHD4, FP-Rh probe fluorescence polarization. inhibition, % at 8.92 µM. actives 0.54% (n = 370,000). AID 720543, 2013;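 active = inhibition exceeding the mean over every tested compound plus 3 SD, cut at about 30% in these data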;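 also: 0% = plate median of compound wells and 100% = S159A mutant with DMSO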
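system = mouse ABHD4 enzyme, wild type | medium = HEPES pH 7.0, NaCl, Pluronic buffer | also added = FP-Rh probe | incubation = Enzyme–compound pre-incubation 45 min, then probe 60 min, both 25 °C | technique = fluorescence polarization, excitation 525 nm, emission 598 nm, BODIPY TMR filters | controls = S159A mutant high control, sample median low control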
HTRA1 inh: HTRA1 serine protease inhibitors, primary screen, biochemical, fluorescence polarization, HTS | inhibition, % at 5.96 µM | recombinant HTRA1, FP-rhodamine activity-based probe | actives 0.5% (n = 340,000); in the data active = inhibition above about 36%;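 also: 0% = enzyme with DMSO and 100% = wells lacking enzyme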
PG9 Ab binder: binders of HIV-1 gp120 antibody PG9, primary screen, biochemical, TR-FRET; HIV-1 gp120 / PG9 antibody interaction; TR-FRET gp120-PG9 antibody binding; inhibition, % at 6.7 µM; actives 0.43% (n = 360,000); AID 624416, 2012; in the data active = inhibition above about 8.5%
NR1D1 modulator: modulators of Rev-erb alpha DNA binding, primary screen, biochemical, FITC-DNA, fluorescence polarization, uHTS; Nuclear receptor subfamily 1 group D member 1 (Homo sapiens), P20393; Rev-erbα–FITC-DNA binding, 90 min; activity, % at 10 µM; actives 0.79% (n = 370,000);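 active = activity above about 14%, limit read from the data; passing the limit was not always enough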;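 also: 0% = DMSO wells with 35 nM protein and 100% = DMSO wells with 750 nM protein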
Target sequence (P20393 whole entry, looked up): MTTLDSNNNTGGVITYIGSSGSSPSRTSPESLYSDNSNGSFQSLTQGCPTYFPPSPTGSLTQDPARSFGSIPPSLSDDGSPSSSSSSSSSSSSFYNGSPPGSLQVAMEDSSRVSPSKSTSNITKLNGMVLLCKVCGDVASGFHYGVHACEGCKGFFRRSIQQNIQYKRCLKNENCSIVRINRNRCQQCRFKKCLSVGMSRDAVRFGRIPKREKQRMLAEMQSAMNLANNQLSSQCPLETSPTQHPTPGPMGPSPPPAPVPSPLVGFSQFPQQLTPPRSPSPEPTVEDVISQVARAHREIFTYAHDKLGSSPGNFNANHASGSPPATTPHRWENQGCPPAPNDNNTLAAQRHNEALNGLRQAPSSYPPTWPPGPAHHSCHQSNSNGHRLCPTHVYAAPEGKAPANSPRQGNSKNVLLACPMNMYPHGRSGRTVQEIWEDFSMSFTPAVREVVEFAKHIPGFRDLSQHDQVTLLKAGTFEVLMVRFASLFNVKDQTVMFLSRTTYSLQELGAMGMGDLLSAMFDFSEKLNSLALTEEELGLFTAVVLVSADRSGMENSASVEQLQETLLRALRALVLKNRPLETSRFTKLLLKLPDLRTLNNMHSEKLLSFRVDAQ
LEDGF integ inh: blockers of LEDGF/p75-dependent integrase strand transfer – biochemical, TR-FRET, high throughput, primary screen | HIV-1 integrase (with human LEDGF/p75) | TR-FRET IN-LEDGF/p75 DNA integration, Eu/Cy5 | inhibition, % at 3.7 µM | actives 0.64% (n = 370,000) | AID 743269, 2014;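 active = inhibition above the screen-wide mean plus 3 SD, cut at about 13% in these data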;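 also: signal is the Cy5 over europium emission ratio at 671 and 618 nm; 0% = plate median of compound wells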
PRMT1 FP inh: PRMT1 methyltransferase inhibitors, primary screen, biochemical, fluorescence polarization | AID 652257, 2013 | Protein arginine N-methyltransferase 1 (Homo sapiens), Q99873 | inhibition, % at 2.79 µM | actives 1.3% (n = 370,000) | recombinant PRMT1, activity-based probe fluorescence polarization;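 active = inhibition above about 21% made by adding two undisclosed values, limit read from the data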
TCR CD3 inh: inhibitors of human TCR-CD3 interaction, primary screen, biochemical, fluorescence, TAMRA-labeled TCR probe; T-cell receptor (TCR); inhibition, % at 9.4 µM; actives 0.37% (n = 360,000); AID 651800, 2012; in the data active = inhibition above about 19%;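 also: recombinant mutant TCR 2C K166C tagged with TAMRA read by polarization; 0% = receptor in buffer alone and 100% = receptor with positive control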
* = called active by the depositor; x = no result given.

SMILES	MBD2 inh	UHRF1 MBD2 ctr	rCAG RNA binder	mABHD4 FP	HTRA1 inh	PG9 Ab binder	NR1D1 modulator	LEDGF integ inh	PRMT1 FP inh	TCR CD3 inh
CN(C)C(CNC(=O)CN1C(=O)NC2(CCCC2)C1=O)c1ccccc1 (stereo not given)	2.7	-1.7	0.4	5.9	-3.7	1.1	5.6	-4.4	2.6	-8.3
COc1cc(/C=N/NC(=O)CC#N)ccc1Oc1nc(Cl)ncc1F	0.5	-4.9	10.9	-11.2	17.9	0.5	0.1	2.5	-1.2	3.5
O=C(NCc1ccccc1)c1ccc(CS(=O)Cc2cccc(Cl)c2)o1 (stereo not given)	0.2	-0.3	1.4	3.7	-3.9	-0.7	8.9	-3.2	-4.7	1.2
CCN1C(=O)C2(C(C#N)=C(N)Oc3n[nH]c(C(C)C)c32)c2ccccc21 (stereo not given)	3.6	-0.2	-6.7	-5.8	3.9	1.0	3.1	-0.7	-3.2	-6.0
Cc1cccc(NC(=O)N2CCC(NC(=O)c3ccccc3C)CC2)c1	-1.1	2.1	-5.0	2.8	-1.6	-0.6	-0.5	2.2	1.0	1.2
Cc1cc(C)c(C#N)c(SCC(=O)N(C)C2CCCCC2)n1	-4.2	-2.9	-5.3	-0.3	1.9	-1.9	-4.6	1.4	-0.6	1.6
O=[N+]([O-])c1ccc(S(=O)(=O)NCC2COc3ccccc3O2)cc1 (stereo not given)	-6.2	3.2	-0.9	0.0	2.9	-2.7	1.0	7.4	0.8	2.5
Cn1cccc1C(=O)NS(=O)(=O)c1ccccc1Cl	5.7	6.0	1.8	-8.8	-3.6	-0.4	0.7	-1.5	10.2	-2.8
CC1CCN(C(=O)Cn2cc(C(=O)C3CC3)c3ccccc32)CC1	-1.1	-0.9	0.9	4.7	-5.1	0.1	-1.1	1.4	0.1	1.6
COc1cc(-c2nc3ccccn3c2/N=C/c2ccccc2)ccc1O	-0.7	-3.5	-0.6	1.7	-0.1	-25.5	4.5	-5.6	-3.2	-7.0
CCCCc1cc(=O)oc2c(C)c(OCC(=O)NCCN3CCOCC3)ccc12	-3.7	-1.8	-8.1	4.5	-7.4	-0.1	-2.0	2.0	3.9	3.7
CCOCCCNC(=O)CN1CCN(c2ccc(F)cc2)CC1	1.5	3.5	-2.2	11.7	0.6	-0.3	-9.8	0.7	1.2	-3.7
Cc1ccc(S(=O)(=O)N2CCCOC2CNC(=O)C(=O)NCCc2ccco2)cc1 (stereo not given)	-1.1	-0.9	4.6	-2.4	2.2	-0.8	3.0	-0.1	-0.5	3.8
O=C(CSc1nc(N2CCOCC2)nc(N2CCOCC2)n1)Nc1ccccc1F	-2.8	1.0	-4.3	-1.6	1.0	-0.3	1.1	-0.3	5.3	-8.9
COC(=O)[C@H](Cc1ccccc1)NC(=O)Nc1ccc(C)cc1	2.5	-1.3	0.8	-1.3	2.9	-2.7	0.9	2.9	1.3	5.7
COc1ccc(C(=O)NCC(C)(c2ccccc2)c2ccccc2)cc1S(=O)(=O)N1CCOCC1	4.8	1.8	6.7	-5.8	-0.6	-0.6	6.9	-2.3	5.0	-2.7
COc1cccc(CNC(=O)CCCn2nc(C)c3c(C)n(-c4ccccc4)nc3c2=O)c1	-0.1	-0.3	-6.5	0.1	2.3	-3.1	1.1	1.2	0.2	1.7
CCOC(=O)N1CCC(NC(=O)c2ccc(OC)c(CN3CC(=O)N4CCCC4C3=O)c2)CC1 (stereo not given)	9.3	16.2	-4.3	1.1	5.9	0.0	4.9	2.7	-2.4	6.8
Cc1nc(-c2ccccc2)nc2[nH]c(C(C)C)cc(=O)c12	1.4	-1.2	-0.1	-2.7	10.9	-3.1	7.9	2.6	2.4	-1.2
COc1ccc(-c2ccc(C(=O)NC3CCCCC3)c3occc23)c(C)c1	-1.2	-0.8	2.7	-6.4	x	0.1	-3.0	-2.4	3.3	-6.0
O=C(O)CCCn1cc(NC(=O)c2cc(F)c(F)cc2Cl)cn1	0.7	6.6	-0.9	-0.8	1.2	-1.8	0.0	3.7	-1.7	0.7
COc1ccc(OC)c(-n2c(-c3cccc(C)c3)n[nH]c2=S)c1	-6.2	0.2	3.5	-0.6	-0.3	-0.7	3.6	-1.0	1.2	0.3
CC(COc1cccc([N+](=O)[O-])c1)CN1CCC(C(O)(c2ccccc2)c2ccccc2)CC1 (stereo not given)	-0.3	-0.4	3.6	3.4	x	x	7.0	-5.2	3.3	x
CC(c1ccccc1)C1C(C#N)=C(N)OC2=C1C(=O)CCC2 (stereo not given)	-0.5	-0.3	-0.6	1.9	6.1	-1.9	-8.0	-0.7	0.2	3.2
Cc1csc(/C(=N/OC(=O)c2ccco2)C(N)=O)n1	3.1	5.1	1.8	-1.7	4.5	0.0	-1.6	0.9	-1.5	1.8
CCN(C(=O)COC(=O)c1cccn1C)C1CCS(=O)(=O)C1 (stereo not given)	-2.5	-0.8	-1.8	0.6	0.9	-1.4	-4.7	-1.9	-1.1	9.0
Cc1ccc(/C=N/NC(=O)c2nnn(-c3nonc3N)c2CSc2ccccc2)o1	0.5	-3.6	9.2	11.6	-29.0	-2.5	7.6	2.2	-0.9	-0.4
CCC(C)CCN1C(Nc2ccccc2)=NC[C@@H]1CC(C)C (stereo not given in full)	-1.1	4.6	3.6	2.0	-3.4	0.3	-2.5	1.4	-4.9	2.4
O=C(CN1CCCCCC1)Nc1ccc([N+](=O)[O-])cc1Br	1.4	2.2	-2.5	0.9	-12.9	-3.8	1.2	-3.3	-1.9	-3.1
N#C/C(=C/c1ccccc1[N+](=O)[O-])c1nc(C2CC2)cs1	-5.7	-2.6	-0.8	0.2	-8.1	-2.8	2.9	6.4	-2.6	3.6
NS(=O)(=O)c1ccc(CCNC(=O)c2ccc(Cl)c(S(=O)(=O)N3CCCCCC3)c2)cc1	-2.9	2.1	11.2	-0.7	-13.9	0.6	3.0	1.6	1.2	-7.4
CN(C)CCCN(C(=O)c1ccc(S(=O)(=O)N2CCCCCC2)cc1)c1nc2ccc(Br)cc2s1	1.7	-4.4	2.0	14.6	-17.3	1.6	-4.3	-1.2	-0.3	6.7
COc1ccc(NC(=O)C[C@H]2C(=O)N(CCc3ccccc3)C[C@@H]2C)cc1	-5.1	4.2	0.6	-7.5	7.5	0.8	8.0	1.3	-0.9	-6.0
O=C(CSc1nnc2ccccn12)c1ccc2c(c1)OCCO2	1.0	4.0	1.9	-9.2	-0.1	-4.7	-6.4	3.6	-0.7	3.6
COc1cccc(/C=C2\C(=O)N(c3cccc(C)c3)C(=O)c3ccccc32)c1	-6.2	-5.2	15.0	3.3	-14.3	1.8	-5.0	3.0	-1.7	-8.3
CCS(=O)(=O)N1CCC(C(=O)Nc2cccc(F)c2)CC1	-0.7	-0.2	5.2	1.4	8.8	-1.4	2.7	-3.2	2.8	3.6
Cc1ccc(S(=O)(=O)c2nc(S(C)(=O)=O)sc2N2CCCC2)cc1	4.4	2.0	-2.2	3.9	2.6	-0.9	0.6	-6.6	0.8	-1.3
COc1ccccc1-c1cc(N)n(S(=O)(=O)c2cccc3nsnc23)n1	-1.8	0.2	10.8	-2.0	-3.3	-1.6	-2.9	3.8	-1.8	1.4
CSc1nnc(CNS(=O)(=O)c2ccc(Cl)cc2)n1C	-2.8	26.3*	3.4	-2.0	0.2	0.0	-4.2	-1.0	-0.6	-1.4
CC(=O)c1c(C)[nH]c(C(=O)COC(=O)c2cc(C)oc2C)c1C	-1.7	-3.5	4.1	2.5	0.2	-1.1	-5.1	2.0	1.4	2.7

Quoted at random: 2 entries already listed
SMILES	MBD2 inh	UHRF1 MBD2 ctr	rCAG RNA binder	mABHD4 FP	HTRA1 inh	PG9 Ab binder	NR1D1 modulator	LEDGF integ inh	PRMT1 FP inh	TCR CD3 inh
COc1cccc(/C=C2\C(=O)N(c3cccc(C)c3)C(=O)c3ccccc32)c1	-6.2	-5.2	15.0	3.3	-14.3	1.8	-5.0	3.0	-1.7	-8.3
NS(=O)(=O)c1ccc(CCNC(=O)c2ccc(Cl)c(S(=O)(=O)N3CCCCCC3)c2)cc1	-2.9	2.1	11.2	-0.7	-13.9	0.6	3.0	1.6	1.2	-7.4

The list continues.
SMILES	MBD2 inh	UHRF1 MBD2 ctr	rCAG RNA binder	mABHD4 FP	HTRA1 inh	PG9 Ab binder	NR1D1 modulator	LEDGF integ inh	PRMT1 FP inh	TCR CD3 inh
COc1cc(NC(=O)CSc2nnc3ccc(-c4ccncc4)nn23)cc(OC)c1	2.9	-1.6	4.3	9.9	-6.8	0.1	-1.4	-1.3	2.2	6.7
Cc1ccnc(NC(=S)NC(=O)/C=C/c2ccco2)c1	0.2	1.0	14.8	7.7	11.3	1.8	0.8	15.7*	23.3*	1.0
N/C(Cc1ccc(Cl)cc1)=N\OC(=O)c1cccc2ccccc12	0.7	-1.3	2.9	-5.5	-32.3	-3.4	13.2	-0.3	-0.4	6.0
NNc1nc2c(-c3ccc(F)cc3)nnn2c2ccccc12	-9.3	-3.2	17.6	6.2	-9.9	1.5	0.1	-1.5	0.2	-4.4
COc1ccccc1OCC(=O)Nc1sc2c(c1C(N)=O)CCC2	2.9	3.6	7.4	-0.7	-0.1	0.5	-21.2	-5.7	7.7	3.6
NCCCC(=O)N1c2ccccc2Sc2ccccc21	7.3	4.8	4.0	0.0	4.9	0.2	-5.4	-2.5	7.2	-5.6
NS(=O)(=O)c1ccc(CCNC(=O)c2cccc([N+](=O)[O-])c2)cc1	-4.5	0.6	1.2	0.9	4.0	-2.8	-0.3	2.1	-0.9	3.1
Cc1ccc(-c2c(NC(=O)Nc3ccccc3)nc3ncccn23)cc1	-6.4	-2.9	3.1	0.1	x	x	7.7	1.9	-7.7	x
COc1cc(CSC)nc(-c2ccccc2)n1	2.8	2.4	-2.6	0.9	-0.8	-1.5	-5.4	-11.9	4.0	-3.5
Cc1csc(NC(=O)c2cccn2C)n1	-1.5	-1.6	2.1	-5.4	2.8	-0.7	-1.2	0.8	2.2	4.0
CSc1nc(C)c2c(c1C#N)CCCC2	2.6	0.8	-2.7	-0.3	2.6	1.7	-2.4	-2.3	-1.5	2.5
O=C(OCC(=O)c1c[nH]c2ccccc12)c1ccco1	-2.4	1.4	1.1	-9.5	5.7	-3.3	0.1	-0.1	-3.1	-5.6
Oc1ccc(-c2n[nH]c(=S)n2-c2ccc3c(c2)OCCO3)c(O)c1	-6.5	-1.9	18.8	18.2	3.7	0.1	4.9	6.2	4.4	11.8
Cc1cc(O)cc(=O)n1CCc1ccccc1	1.2	-0.3	-1.6	2.6	-5.4	-1.8	-6.2	4.1	-0.9	7.6
O=C(c1ccco1)N1CCN(Cc2c(F)cccc2Cl)CC1	1.8	1.4	-3.5	1.4	-3.9	-0.5	10.9	3.0	-1.4	-4.9

An excerpt (hit frequency here may not be typical).
